LAP4 TOR yeast: modulators of LAP4-GFP expression in yeast, primary screen, S. cerevisiae, multiplex flow cytometry, MLPCN library. actives 0.34% (n = 320,000). GFP response vs DMSO, % at 10 µM. AID 2023, 2009. 3 h; median GFP as percent of DMSO wells;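 active = GFP response vs DMSO above a set limit, about the screen mean plus 3 SD, cut at about 150% in these data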
JMJD2C inh: inhibitors of GASC-1 histone demethylase, primary screen, biochemical, fluorescence, DELFIA europium | Lysine-specific demethylase 4C (Homo sapiens), Q9H3R0 | GST-JMJD2C(1-420) H3K9me3 demethylation | inhibition, % at 2.35 µM | actives 0.069% (n = 330,000) | AID 2099, 2009;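 active = more than half of a compound's replicate wells show inhibition beyond 50%, single wells judged on their own value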;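 also: signal counts dimethyl H3K9 product captured on neutravidin plate; 0% = median of DMSO wells and 100% = 0.3 times that DMSO median; strong numbers were not always called active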
Target sequence (Q9H3R0 1-420 limits assumed): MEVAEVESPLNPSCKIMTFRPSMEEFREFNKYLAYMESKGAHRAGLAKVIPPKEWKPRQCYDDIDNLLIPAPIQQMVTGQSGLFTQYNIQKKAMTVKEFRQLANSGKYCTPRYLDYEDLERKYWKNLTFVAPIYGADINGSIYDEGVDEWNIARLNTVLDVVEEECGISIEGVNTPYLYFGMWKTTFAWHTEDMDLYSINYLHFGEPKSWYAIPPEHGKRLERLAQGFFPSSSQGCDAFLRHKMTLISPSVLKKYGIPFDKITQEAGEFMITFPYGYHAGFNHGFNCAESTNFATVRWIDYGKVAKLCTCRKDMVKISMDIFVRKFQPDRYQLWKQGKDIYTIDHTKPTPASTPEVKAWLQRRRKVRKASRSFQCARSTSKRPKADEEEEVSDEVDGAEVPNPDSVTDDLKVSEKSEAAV
RPL19A-GFP yeast: RPL19A-GFP expression modulators in yeast, primary screen, cell-based, S. cerevisiae, multiplex flow cytometry, MLPCN. S. cerevisiae RPL19A-GFP strain, 3 h; hits give low values. percent response vs DMSO, % at 10 µM. actives 0.3% (n = 330,000). AID 2025, 2009;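 active = percent response vs DMSO below 50%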;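 also: median channel GFP fluorescence of the barcoded RPL19A-GFP strain; ratio of sample median GFP to plate DMSO average so 100% = DMSO; lower means less RPL19A-GFP as with rapamycin TOR inhibition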
procasp3 activ: activators of human procaspase-3 D3A mutant, primary screen, biochemical, absorbance, PC-3 D3A mutant, single concentration. Caspase-3 (Homo sapiens), P42574. activation, % at 8.5 µM. actives 0.11% (n = 330,000). recombinant procaspase-3 D3A, Ac-DEVD-pNA absorbance 405 nm;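 active = activation above the mean of all tested compounds plus 3 SD, cut at about 21% in these data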;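 also: 0% = DMSO alone and 100% = DMSO wells spiked with extra 5 µM PC-3 D3A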
Target sequence (P42574 whole entry D9A/D28A/D175A): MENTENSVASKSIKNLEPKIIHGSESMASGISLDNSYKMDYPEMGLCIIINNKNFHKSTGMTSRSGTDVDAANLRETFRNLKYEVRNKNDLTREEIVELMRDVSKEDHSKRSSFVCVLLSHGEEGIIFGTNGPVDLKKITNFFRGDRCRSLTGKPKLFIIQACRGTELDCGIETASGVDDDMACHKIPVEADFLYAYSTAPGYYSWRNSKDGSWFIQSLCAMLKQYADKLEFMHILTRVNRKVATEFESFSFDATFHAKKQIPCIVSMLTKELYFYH
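material = Procaspase-3 D3A mutant | probe or stimulus = Ac-DEVD-pNA | compound = single dose, 8.5 µM nominal compound, 0.8% DMSO | timing = 1 h preincubation, 2 h reaction | measured by = 405 nm absorbance of p-nitroaniline, reads at 0 and 120 min | benchmarks = DMSO-only low control, 5 µM PC-3 D3A high control | repeats = singlicate, each compound tested once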
procasp7 counter: procaspase-7 activators, primary screen, counter-screen for procaspase-3 activator project, biochemical, absorbance, HTS, human; actives 0.093% (n = 330,000); activation, % at 8.5 µM; Caspase-7 (Homo sapiens), P55210; AID 463210, 2010; recombinant procaspase-7, Ac-DEVD-pNA absorbance 405 nm; D23A/D198A/D206A triple mutant, cannot self-cleave; scale: DMSO 0, 5 µM enzyme 100;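 active = percent activation above the screen-wide mean plus 3 SD, cut at about 25% in these data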
Target sequence (P55210 whole entry D23A/D198A/D206A): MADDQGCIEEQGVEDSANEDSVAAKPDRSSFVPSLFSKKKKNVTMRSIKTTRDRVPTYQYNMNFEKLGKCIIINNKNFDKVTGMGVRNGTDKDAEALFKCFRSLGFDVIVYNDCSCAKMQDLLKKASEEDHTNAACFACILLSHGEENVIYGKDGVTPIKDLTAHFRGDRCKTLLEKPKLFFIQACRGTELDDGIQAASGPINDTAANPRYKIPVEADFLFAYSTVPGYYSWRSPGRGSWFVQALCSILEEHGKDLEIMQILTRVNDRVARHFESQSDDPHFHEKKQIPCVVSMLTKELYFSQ
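buffer or medium = Zinc-free HEPES/NaCl buffer, pH 7.4 | material = Procaspase-7 triple mutant (PC-7 D3A) | input = 2 µM procaspase-7 mutant as dispensed | signal = Epi-absorbance of released pNA at 405 nm, two timepoints | timing = 1 h preincubation, 2 h reaction | replicates = singlicate compound testing | evaluation = % activation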
Yeast superoxide: reduction of superoxide in aged yeast, primary screen, HTS; AID 2690, 2010; superoxide response (% of plate mean), % at 10 µM; S. cerevisiae aged cells, superoxide DHE fluorescence; hits give low values; actives 0.18% (n = 330,000);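 active = superoxide response under a set limit, about three screen SD below normal, cut at about 65% in these data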;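 also: yeast aged for seven days with compound at 30 °C before DHE staining; 100% = average MFI of all compound-treated wells on the plate with controls excluded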
AHR act: AHR activators, primary screen, cell-based, luminescence, luciferase reporter, human | AID 2796, 2010 | activation, % at 5 µM | AHR-responsive luciferase reporter cells | Aryl hydrocarbon receptor (Homo sapiens), P35869 | actives 2.5% (n = 320,000); in the data active = activation above about 47%;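 also: 0% = vehicle wells and 100% = reference agonist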
MEP2 TOR yeast: modulators of MEP2-GFP levels in yeast, primary screen, S. cerevisiae, multiplex flow cytometry, MLPCN library; GFP response vs DMSO, % at 10 µM; S. cerevisiae MEP2-GFP strain, 3 h; 100% = DMSO control level; actives 0.51% (n = 330,000);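 active = GFP response versus DMSO above a set limit, roughly screen mean plus 3 SD, cut at about 180% in these data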;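 also: median GFP fluorescence of the barcode-gated MEP2-GFP cells per well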
* = called active by the depositor; x = not tested or not shown.

The opening 3 entries (preview)
Assay codes – A = LAP4 TOR yeast; B = JMJD2C inh; C = RPL19A-GFP yeast; D = procasp3 activ; E = procasp7 counter; F = Yeast superoxide; G = AHR act; H = MEP2 TOR yeast
> Oc1c(-c2cc(-c3ccco3)[nH]n2)ccc2ccccc12
  A = 110	B = 0	C = 98	D = -4	E = 5	F = 98	G = 116*	H = 98
> CCc1cccc(NC(=O)CCNS(=O)(=O)c2ccc3c(c2)oc(=O)n3C)c1
  A = 97	B = -3	C = 99	D = 11	E = 4	F = 82	G = 3	H = 103
> O=C(CCN1C(=O)/C(=C\c2cccs2)SC1=S)Nc1nccs1
  A = 85	B = -1	C = 101	D = 3	E = -3	F = 82	G = 3	H = 96

Results, from the first entry:
Assay codes – A = LAP4 TOR yeast; B = JMJD2C inh; C = RPL19A-GFP yeast; D = procasp3 activ; E = procasp7 counter; F = Yeast superoxide; G = AHR act; H = MEP2 TOR yeast
> Oc1c(-c2cc(-c3ccco3)[nH]n2)ccc2ccccc12
  A = 110	B = 0	C = 98	D = -4	E = 5	F = 98	G = 116*	H = 98
> CCc1cccc(NC(=O)CCNS(=O)(=O)c2ccc3c(c2)oc(=O)n3C)c1
  A = 97	B = -3	C = 99	D = 11	E = 4	F = 82	G = 3	H = 103
> O=C(CCN1C(=O)/C(=C\c2cccs2)SC1=S)Nc1nccs1
  A = 85	B = -1	C = 101	D = 3	E = -3	F = 82	G = 3	H = 96
> COCCn1c(SCC(=O)Nc2nc(C)cs2)nnc1C(C)C
  A = 102	B = -11	C = 99	D = 3	E = -9	F = 103	G = 2	H = 99
> Cc1ccc(NC(=O)CS(=O)CC(=O)NCC2CCCO2)cc1 (stereo not given)
  A = 102	B = -12	C = 104	D = -2	E = 5	F = 100	G = 4	H = 99
> CCOC(=O)C1=C(C)N(CCO)C(=O)NC1c1cccc(O)c1 (stereo not given)
  A = 104	B = -1	C = 103	D = 4	E = 7	F = 107	G = 1	H = 111
> Nc1ccccc1SCc1cn2cccnc2n1
  A = 98	B = 13	C = 102	D = 3	E = -17	F = 97	G = 3	H = 105
> Cc1cccc(-n2ccc(=O)c(C(=O)Nc3ccc(S(=O)(=O)Nc4nccs4)cc3)n2)c1
  A = 99	B = -5	C = 101	D = 3	E = -1	F = 103	G = 0	H = 102
> COc1ccc(CCN(Cc2cccs2)S(=O)(=O)c2ccc(-n3cnnn3)cc2)cc1OC
  A = 97	B = x	C = 97	D = 10	E = 11	F = 115	G = 0	H = 105
> COC(=O)c1c(C)[nH]c(C(=O)OCC(=O)c2ccc(C)s2)c1C
  A = 105	B = -10	C = 98	D = 0	E = 0	F = 106	G = 3	H = 114

(more compounds)
Assay codes – A = LAP4 TOR yeast; B = JMJD2C inh; C = RPL19A-GFP yeast; D = procasp3 activ; E = procasp7 counter; F = Yeast superoxide; G = AHR act; H = MEP2 TOR yeast
> O=C(CNC(=O)c1ccccc1)NCc1nc2ccccc2[nH]1
  A = 105	B = -19	C = 100	D = 4	E = 9	F = 94	G = 3	H = 104
> O=C(CN1C(=O)/C(=C\c2cccs2)SC1=S)Nc1cccc(C(=O)O)c1
  A = 102	B = 4	C = 98	D = -18	E = -12	F = 99	G = 3	H = 99
> CCOc1ccc(NC(=O)CSc2nnc(Cn3cnc([N+](=O)[O-])n3)n2C)cc1
  A = 80	B = 9	C = 90	D = -3	E = 1	F = 103	G = 5	H = 88
> Cc1ccc(C(=O)NCCCc2ccccc2)s1
  A = 103	B = 12	C = 104	D = 4	E = 5	F = 99	G = 5	H = 99
> OC(COC(c1ccc(F)cc1)c1ccc(F)cc1)CN1CCCC(C(F)(F)F)C1 (stereo not given)
  A = 112	B = -2	C = 113	D = 0	E = -11	F = 97	G = 4	H = 113
> O=C1C2=C(c3ccccc31)[N+](=O)[C@@H]1CCCC[C@@H]1N2[O-]
  A = 94	B = -3	C = 100	D = -2	E = 4	F = 107	G = 28	H = 100
> O=C(OC(C(=O)NCC1CCCO1)c1ccc(F)cc1)c1cccs1 (stereo not given)
  A = 90	B = 20	C = 96	D = -8	E = 4	F = 113	G = -3	H = 102
> COCCn1nnnc1C(c1cc2cc(OC)ccc2[nH]c1=O)N1CCC(Cc2ccccc2)CC1 (stereo not given)
  A = 92	B = -5	C = 110	D = -5	E = 0	F = 96	G = 1	H = 97
> COCCCN1C(=O)c2ccc(C(=O)O)cc2C1=O
  A = 90	B = -3	C = 90	D = -7	E = 1	F = 117	G = -4	H = 89
> COc1cnc(SCc2ccc(Cl)c(Cl)c2)nc1Cl
  A = 101	B = 22	C = 100	D = 1	E = -9	F = 97	G = -1	H = 102

The listing continues.
Assay codes – A = LAP4 TOR yeast; B = JMJD2C inh; C = RPL19A-GFP yeast; D = procasp3 activ; E = procasp7 counter; F = Yeast superoxide; G = AHR act; H = MEP2 TOR yeast
> CCOC(=O)c1cccc(NC(=O)CCn2nc(C)c(S(=O)(=O)N3CCCCC3)c2C)c1
  A = 106	B = -3	C = 93	D = 2	E = -5	F = 90	G = -1	H = 109
> O=C(NCCNC1CCN(Cc2ccccc2)CC1)c1cccs1
  A = 95	B = -4	C = 101	D = -10	E = 17	F = 102	G = 1	H = 89
> CC(C(=O)NCC1CCCO1)c1ccc([N+](=O)[O-])cc1 (stereo not given)
  A = 110	B = -45	C = 103	D = -3	E = 11	F = 111	G = 2	H = 103
> NC(=O)/C(N=Nc1ccccc1)=N/Nc1ccccc1
  A = 106	B = -5	C = 104	D = -1	E = -12	F = 97	G = 18	H = 95
> O=C(CSc1ccccn1)Nc1ccc2c(c1)OCCO2
  A = 93	B = 2	C = 98	D = -1	E = 2	F = 75	G = 2	H = 96
> O=C(Nc1ccc(O)c2c(=O)cc(-c3ccccc3Cl)oc12)c1cccc(Cl)c1
  A = x	B = -14	C = x	D = 10	E = 5	F = x	G = 3	H = x
> Cc1c(/C=N/Nc2ccc(C(=O)O)cc2)c2ccccc2n1C
  A = 159*	B = -7	C = 96	D = -5	E = -15	F = 67	G = 8	H = 104
> CCN1CCN(CCCNC(=O)c2cc3cc4ccc(OC)cc4nc3o2)CC1
  A = 84	B = -5	C = 84	D = -1	E = 3	F = 96	G = 7	H = 95
> COc1ccc(CCC(C)N2CCc3ccccc3C2)cc1 (stereo not given)
  A = 100	B = -23	C = 102	D = 3	E = -6	F = 97	G = 1	H = 104
> COc1ccc(C(=O)O)cc1S(=O)(=O)N1CCN(c2ccccn2)CC1
  A = 90	B = 15	C = 104	D = 10	E = 4	F = 115	G = 0	H = 105

Continuation:
Assay codes – A = LAP4 TOR yeast; B = JMJD2C inh; C = RPL19A-GFP yeast; D = procasp3 activ; E = procasp7 counter; F = Yeast superoxide; G = AHR act; H = MEP2 TOR yeast
> CCOC(=O)C1(CCOc2ccccc2)CCN(Cc2ccc(OCCO)cc2)CC1
  A = 97	B = 4	C = 99	D = 11	E = -6	F = 94	G = 3	H = 102
> CCOC(=O)N1CCC(Nc2c(NCCCN3CCN(C4CCCCC4)CC3)c(=O)c2=O)CC1
  A = 90	B = 13	C = 102	D = 14	E = 2	F = 95	G = -5	H = 106
> CNC(=S)Nc1ccc2nc(C)c(C)nc2c1
  A = 99	B = 9	C = 101	D = 2	E = -2	F = 104	G = 1	H = 99
> CC(C)(C)NC(=O)Cn1c(SCC(N)=O)nc2ccccc21
  A = 101	B = 15	C = 98	D = 5	E = 1	F = 99	G = 0	H = 100
> Cc1ccc(C(=O)NC(=S)NNS(=O)(=O)c2ccc(C)cc2)cc1
  A = 110	B = -9	C = 99	D = 11	E = -12	F = 91	G = 7	H = 95
> COc1ccc(C(=O)n2nc(-c3ccc(Cl)cc3)nc2N)cc1OC
  A = 90	B = 0	C = 97	D = -3	E = 1	F = 113	G = 4	H = 97
> CCOc1cccc(-c2nnc3sc(COc4ccc(C)cc4)nn23)c1
  A = 99	B = -8	C = 97	D = 4	E = 8	F = 103	G = -2	H = 103
> Cc1cc(C)nc(/N=C(\N)Nc2ccc(CC(=O)OC(C)C)cc2)n1
  A = 88	B = -17	C = 104	D = 4	E = -5	F = 112	G = 11	H = 104
> CCCc1nc(SCC(=O)N2CCC(C)CC2)c2c(=O)n(C)c(=O)n(C)c2n1
  A = 113	B = -1	C = 95	D = 5	E = 3	F = 107	G = 1	H = 98
> CCc1c(C)c(C#N)c2nc3ccccc3n2c1N(C)C
  A = 101	B = -3	C = 98	D = 0	E = 3	F = 90	G = 27	H = 99

Next entries
Assay codes – A = LAP4 TOR yeast; B = JMJD2C inh; C = RPL19A-GFP yeast; D = procasp3 activ; E = procasp7 counter; F = Yeast superoxide; G = AHR act; H = MEP2 TOR yeast
> CC(C)c1ccc(S(=O)(=O)N2CCN(CC(=O)Nc3ccc(Cl)cc3F)CC2)cc1
  A = 99	B = 1	C = 99	D = -1	E = 5	F = 106	G = 0	H = 102
> Cc1ccc(S(=O)(=O)N(C)C)cc1NC(=O)COC(=O)c1n[nH]c(=O)c2ccccc12
  A = 94	B = 3	C = 97	D = 2	E = 10	F = 93	G = -1	H = 89
> N/C(=N\c1nc2ccccc2o1)NC(=O)c1ccccc1
  A = 115	B = -15	C = 102	D = 0	E = 8	F = 96	G = 184*	H = 106
> CCN(c1ccccc1)S(=O)(=O)c1cc2c(cc1C)n(C)c(=O)c(=O)n2C
  A = 99	B = 0	C = 94	D = 2	E = -7	F = 133	G = -1	H = 94
> O=C(CSc1nnc(NC(=O)c2ccccc2F)s1)Nc1ccccc1F
  A = 116	B = -2	C = 99	D = 0	E = 10	F = 94	G = 4	H = 95
> CC(C)CN(C(=O)COC(=O)C12CC3CC(CC(C3)C1)C2)c1c(N)n(Cc2ccccc2)c(=O)[nH]c1=O
  A = 108	B = 11	C = 104	D = 6	E = 3	F = 77	G = -2	H = 107
> CCOC(=O)N1CCN(C(=O)CNC(=O)c2ccc(Br)cc2)CC1
  A = 106	B = -1	C = 94	D = -5	E = 10	F = 84	G = 4	H = 110
> O=C(Nc1ccc(Cl)cc1)c1cc2c(cc1O)[nH]c1ccccc12
  A = 120	B = 5	C = 100	D = 6	E = 2	F = 95	G = 4	H = 99
> C=CCn1c(SCc2nc3ccccc3[nH]2)nnc1-c1ccc(OC)cc1
  A = 94	B = 6	C = 99	D = -4	E = 15	F = 89	G = 1	H = 99
> COCCn1c(CCC(=O)O)ccc1-c1cccs1
  A = 96	B = -19	C = 96	D = -3	E = -6	F = 98	G = 4	H = 98
> CNc1cnn(-c2ccc(C)cc2)c(=O)c1Sc1ccc(C)cc1
  A = 109	B = 2	C = 97	D = -6	E = 3	F = 96	G = 4	H = 96
> CCOC(=O)N1CCN(C(=O)COC(=O)CN(C)S(=O)(=O)c2ccc(NC(C)=O)cc2)CC1
  A = 95	B = 1	C = 92	D = 5	E = 13	F = 96	G = -1	H = 95
> Cc1ccc(NC(=O)NNC(=O)C2CCN(Cc3ccc(F)cc3Cl)CC2)cc1
  A = 93	B = -4	C = 103	D = 9	E = -6	F = 95	G = -4	H = 97

Compound activity (PubChem BioAssay)
